Screening results: PubChem, several laboratories
UBC9 SUMO inh: inhibitors of in vitro SUMOylation cascade, primary screen, biochemical, HTRF, uHTS. inhibition, % at 35 µM. HTRF SUMOylation assay, SAE1/SAE2 + UBC9. hit rate 0.36% among 290,000; in the data active = inhibition above about 50%, passing the limit was not always enough; note: strong numbers were not always called active
Target sequence (P63279 whole entry, looked up): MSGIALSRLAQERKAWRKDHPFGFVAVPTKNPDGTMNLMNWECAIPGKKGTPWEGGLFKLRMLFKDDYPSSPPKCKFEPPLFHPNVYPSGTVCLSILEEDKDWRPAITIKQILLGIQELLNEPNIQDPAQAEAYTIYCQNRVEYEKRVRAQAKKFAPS
p-CIP stab down: p/CIP-EGFP fusion destabilizers, primary screen, fluorescence, F442A cells. 16 h. AID 1984, 2009. Q05BA5. hit rate 0.01% among 290,000. decrease of EGFP signal, % at 10 µM;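 active = EGFP signal decrease of at least 30% at 10 µM or well 3 SD below plate mean, unless failing retest; inactive = the rest, including hits failing retest or dose response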; note: some compounds called inactive have numbers as strong as hits; many of its hits are not listed in these tables
IDE cell inh: human IDE inhibitors in live cells, primary screen, fluorescence polarization, HEK cells, FAbetaB substrate | Insulin-degrading enzyme (Homo sapiens), P14735 | FAbetaB cleavage | hit rate 0.41% among 320,000 | inhibition, % at 5.59 µM;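 active = percent inhibition above the average of all tested compounds plus 3 SD, set per screening campaign, cut at about 16% in these data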;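 note: IDE supplied by intact live HEK cells; FP after avidin binding of uncleaved biotin substrate so inhibition keeps polarization high; 0% = DMSO wells and 100% = 60 µM reference IDE inhibitor Ii1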
MEKK2 mut-MEK5: MEK5 binding signal on mutant MEKK2 PB1, primary screen, biochemical, multiplex bead flow cytometry, Alexa488-MEK5; percent response, % at 10 µM; Alexa488-MEK5 binding to MEKK2 mutant; hit rate 0.35% among 290,000; in the data active = percent response above about 24%, passing the limit was not always enough; note: inactives centre near 1; some results filed as inactive read as strong as hits; reference of the scale not given here
PfM18AAP inh: PfM18AAP inhibitors, malaria aminopeptidase, primary screen, biochemical, QFRET, recombinant enzyme; M18 aspartyl aminopeptidase (Plasmodium falciparum 3D7); H-Glu-NHMec fluorogenic cleavage; inhibition, % at 7.35 µM; hit rate 1.2% among 290,000; AID 1822, 2009;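 active = inhibition above the campaign mean inhibition over all tested compounds plus 3 SD, cut at about 28% in these data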;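 note: 0% = plate median of test compound wells and 100% = 2 mM ZnCl2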
MEKK3 PB1 HTS: modulators of MEKK3-MEK5 PB1 binding, primary screen, biochemical, wildtype MEKK3, multiplex bead flow cytometry, Alexa488-MEK5; hit rate 1.4% among 290,000; binding response (% of control), % at 10 µM; Mitogen-activated protein kinase kinase kinase 3 (Homo sapiens), Q99759; bead-based flow cytometry, Alexa488-MEK5 binding to MEKK3; actives lie on both sides; 0 = blocked by unlabeled MEK5, 100 = vehicle;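 active = binding response more than 3 SD above or below the average of its plate-row segment, actives on both sides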;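 note: Alexa488 bead fluorescence after subtracting the streptavidin-only scavenger bead signal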
Target sequence (Q99759 whole entry, looked up): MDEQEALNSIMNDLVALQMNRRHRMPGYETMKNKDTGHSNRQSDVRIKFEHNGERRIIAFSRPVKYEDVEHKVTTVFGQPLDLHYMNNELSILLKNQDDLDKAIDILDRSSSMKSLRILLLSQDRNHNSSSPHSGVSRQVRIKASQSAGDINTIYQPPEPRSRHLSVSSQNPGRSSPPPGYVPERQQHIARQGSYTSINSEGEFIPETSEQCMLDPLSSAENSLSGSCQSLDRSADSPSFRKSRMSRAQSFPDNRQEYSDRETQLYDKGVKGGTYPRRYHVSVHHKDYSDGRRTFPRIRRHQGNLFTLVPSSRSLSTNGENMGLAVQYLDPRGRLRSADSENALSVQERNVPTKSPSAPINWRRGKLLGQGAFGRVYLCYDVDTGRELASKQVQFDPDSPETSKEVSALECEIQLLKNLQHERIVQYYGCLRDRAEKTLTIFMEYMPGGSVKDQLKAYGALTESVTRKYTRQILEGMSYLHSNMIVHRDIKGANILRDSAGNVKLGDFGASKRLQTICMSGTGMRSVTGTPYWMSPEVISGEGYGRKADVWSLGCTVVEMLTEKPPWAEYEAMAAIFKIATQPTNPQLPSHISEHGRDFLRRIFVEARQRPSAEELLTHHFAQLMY
IDE cell activ: human IDE activators in live cells, primary screen, fluorescence polarization, HEK cells, FAbeta-B substrate; AID 493087, 2011; Insulin-degrading enzyme (Homo sapiens), P14735; activation, % at 5.96 µM; FAbeta-B cleavage; 0% vehicle, 100% cell-free pure enzyme wells; hit rate 0.073% among 340,000;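 active = activation above the mean of all tested compounds plus 3 SD, set per screening campaign, cut at about 17% in these data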
MEKK2wt PB1 HTS: modulators of MEK5 binding to wildtype MEKK2, primary screen, biochemical, multiplex bead flow cytometry, Alexa488-MEK5 | hit rate 1.1% among 290,000 | binding response (% of control), % at 10 µM | Alexa488-MEK5 binding to MEKK2 WT; actives lie on both sides | Mitogen-activated protein kinase kinase kinase 2 (Homo sapiens), Q9Y2U5; in the data active = binding response below about 67% or above about 130%
NALP1 inh: NALP1 inflammasome inhibitors in reconstituted yeast, colorimetric, S. cerevisiae, triplicate retest | AID 2071, 2009 | hit rate 0.61% among 280,000 | S. cerevisiae NALP1/ASC/caspase-1 growth, X-gal OD620, 72 h | inhibition, % at 10 µM; in the data active = inhibition mostly above about 24%, no sharp cut-off; inactive = mostly below about 32%; note: some compounds called inactive have numbers as strong as hits
An asterisk follows results filed as active; nt = not tested or not shown; & = joins results of further samples.

SMILES	UBC9 SUMO inh	p-CIP stab down	IDE cell inh	MEKK2 mut-MEK5	PfM18AAP inh	MEKK3 PB1 HTS	IDE cell activ	MEKK2wt PB1 HTS	NALP1 inh
COc1cc2[nH]c(=O)n(CCC(=O)NCCC(C)C)c(=O)c2cc1OC	17	-3	6	4	-16	99	-1	109	20
Cc1ccc(NC(=O)N/C=C/c2ccco2)cc1	-8	-12	6	-3	7	101	-1	92	38
CC1SC(=NC(=O)C(C)N2C(=O)c3ccccc3C2=O)NC1=O (stereo not given)	3	-17	2	-4	1	84	4	93	-54
COC(CN(C)C(=O)c1ccc(CS(=O)(=O)c2ccccc2C)o1)OC	0	-5	1	3	-2	101	1	101	16
Cc1c(C(=O)O)cccc1-c1ccc(/C=C2/NC(=O)N(c3ccccc3)C2=O)o1	18	-10	5	2	13	99	2	-10*	-5
COC(=O)C(NNc1ccccc1)(NC(=O)c1ccc(F)cc1)C(F)(F)F (stereo not given)	26	-9	-2	3	-1	104	6	106	10
CCS(=O)(=O)N1CCN(CC2CC3C=CC2C3)CC1 (stereo not given)	9	6	-10	2	9	101	4	101	-5
C/C(N)=C(/C#N)C(=O)COC(=O)c1cc(C)n(-c2ccc(F)cc2)c1C	6	-17	3	nt	-5	nt	-1&7	nt	nt
Cc1nc2nc(SCC(=O)NCc3ccco3)nn2c(C)c1Cc1c(F)cccc1Cl	15	1	2	-1	4	97	1	100	17
Cc1cc(Nc2ccccc2)nc(-c2ccccc2O)n1	0	8	-2	10	4	108	0	117	12
O=C(Nn1cnnc1)C1Cc2ccccc2CN1S(=O)(=O)c1ccc(F)cc1 (stereo not given)	11	0	-2	1	39*	103	7	94	nt
CCCCN1Cc2c(nc3cc(-c4ccco4)[nH]n3c2=O)C1=O	92*	-13	-6	6	2	106	0	104	30
Cc1nc2ccc(F)cc2cc1C(=O)Nc1cccc(Cl)c1C	-7	-13	-3	-5	-2	88	-1	95	35
COc1ccccc1C1CCN(c2ccc([N+](=O)[O-])cn2)CC1	5	1	10	1	5	99	-1	100	0
O=C(COC(=O)C1=COCCO1)Nc1ccccc1	-8	10	2	7	2	106	3	109	11
COC(=O)C1CN(S(=O)(=O)c2ccc(NC(C)=O)cc2)CCS1 (stereo not given)	-5	8	2	-4	1	100	-2	98	9
COC(=O)COc1cccc(NC(=O)C(c2ccccc2)c2ccccc2)c1	-1	-1	3	3	1	104	2	103	6
CC(C)CCNC(=O)CN(Cc1ccco1)C(=O)CCC(=O)Nc1nccs1	6	-8	-2	1	-1	101	1	100	10
O=C(NCCN1CCOCC1)c1ccc(NS(=O)(=O)c2ccccc2)cc1	-4	-2	-4	5	2	101	3	107	4
COC(=O)CCc1ccc(O)cc1	14	-4	3	0	-3	101	3	104	5
Cc1cccc(NC(=O)NC(=O)c2ccccc2)n1	7	-8	0	8	2	103	5	104	-14
C[C@]12CCC(=O)C[C@@H]1CC[C@@H]1[C@@H]2CC[C@]2(C)[C@@H](C(=O)COC(=O)CCC(=O)O)CC[C@@H]12	13&14	-4&-10	-1&3	0&5	-3&0	102&103	4&2	104&103	29&-3
CC1(C)CC(=O)c2c(O)cc(OCC(=O)Nc3ccc(S(N)(=O)=O)cc3)cc2O1	9	2	-3	-1	0	100	-2	96	-10
O=C(CC(c1cccs1)S(=O)(=O)c1ccccc1)c1ccc(F)cc1 (stereo not given)	13	-5	8	-3	4	96	-1	102	22
COC(=O)c1ccc(S(=O)(=O)N2CCN(C)CC2)n1C	-4	6	9	-8	1	94	5	98	nt
CCn1c(SCC(=O)Nc2cc(Cl)ccc2OC)nnc1C1CC1	-6	7	-12	1	1	100	1	103	14
COc1ccc(C(=O)/C=C/c2ccc(N3CCCCC3)c([N+](=O)[O-])c2)c(OC)c1	-10	-8	-2	24	-2	107	3	117	11
O=C(NCC(=O)N1CCN(C(=O)c2ccco2)CC1)c1ccccc1	-4	-11	2	1	-2	101	1	108	0
O=C(CCCn1c(SCC(=O)NCC2CCCO2)nc2ccccc2c1=O)NCC1CCCO1 (stereo not given)	37	-1	1	1	-6	97	3	99	3
Cn1c(/C(C#N)=C/C2CC=CCC2)nc2ccccc21 (stereo not given)	1	-7	4	6	7	104	4	106	45
CC(C)(C)c1csc(SCC(=O)Nc2ccc(Cl)cn2)n1	0	1	-3	3	-4	107	6	102	-5
N#C/C(=C\c1ccc(Cl)cc1Cl)c1n[nH]c(Cn2cncn2)n1	8	-2	4	6	3	106	6	108	1
Cc1cc2c(OCC(O)CNC(C)(C)C)cccc2[nH]1 (stereo not given)	9	3	-2	-1	7	86	-4	97	10
COc1cccc(CN2CCN(c3ncccn3)CC2)c1OC	2	-4	6	7	-4	98	4	97	-13
CCc1ccc(N2CC(C(=O)OC)CC2=O)cc1 (stereo not given)	-1	-5	-3	5	-1	103	0	104	16
C=CCSc1ncccc1C(=O)NCc1ccc(C)cc1	10	-1	7	-2	2	99	-7	97	7
COc1cc(/C=C(\C#N)c2ccccn2)ccc1OCc1ccccc1Cl	7	4	-3	14	3	105	-3	106	19
O=C(O)c1ccc(S(=O)(=O)/N=C2\C=C(Nc3ccccc3F)C(=O)c3ccccc32)cc1	92*	-1	6	0	12	100	-2	95	80*
O=C(CSCc1ccco1)NC1CCCC1	-1	-6	-1	-2	-2	94	1	96	16
N#Cc1ccccc1NC(=O)COc1c(Br)cc(Br)c2cccnc12	-1	-1	-2	-1	5	94	-3	94	25

Sorted by formula weight (smallest number first): some entries from above.
SMILES	UBC9 SUMO inh	p-CIP stab down	IDE cell inh	MEKK2 mut-MEK5	PfM18AAP inh	MEKK3 PB1 HTS	IDE cell activ	MEKK2wt PB1 HTS	NALP1 inh
O=C(COC(=O)C1=COCCO1)Nc1ccccc1	-8	10	2	7	2	106	3	109	11
CCCCN1Cc2c(nc3cc(-c4ccco4)[nH]n3c2=O)C1=O	92*	-13	-6	6	2	106	0	104	30
COc1ccccc1C1CCN(c2ccc([N+](=O)[O-])cn2)CC1	5	1	10	1	5	99	-1	100	0
Cc1c(C(=O)O)cccc1-c1ccc(/C=C2/NC(=O)N(c3ccccc3)C2=O)o1	18	-10	5	2	13	99	2	-10*	-5
O=C(O)c1ccc(S(=O)(=O)/N=C2\C=C(Nc3ccccc3F)C(=O)c3ccccc32)cc1	92*	-1	6	0	12	100	-2	95	80*

(further entries)
SMILES	UBC9 SUMO inh	p-CIP stab down	IDE cell inh	MEKK2 mut-MEK5	PfM18AAP inh	MEKK3 PB1 HTS	IDE cell activ	MEKK2wt PB1 HTS	NALP1 inh
CCOC(=O)C(NC(C)=O)(OCc1ccc(F)cc1)C(F)(F)F (stereo not given)	11	8	3	15	1	115	5	115	11
Cc1ccc(-n2c(SCC(=O)NCc3ccco3)nnc2-c2cccnc2)cc1	6	-98	13	-1	1	99	-12	95	8
COc1ccc(CC(=O)OCC(=O)NC(=O)NC(C)C)cc1	17	-5	-1	-3	-13	97	-2	95	8
O=C(Nc1ccccc1-c1ccccc1)C1CCCCC1	-8	-4	-2	-8	-6	99	1	90	11
CSCCC(NC(=O)c1ccc(Cl)cc1)C(=O)OCC(=O)Nc1cc(Cl)ccc1C (stereo not given)	-35	5	-6	1	5	109	1	96	nt
CCC(C)NC(=O)Cn1cc2c(n1)CCC(C)C2 (stereo not given)	3	6	-1	7	7	105	3	108	-8
O=CNC(n1cnc2c(N3CCOCC3)ncnc21)C(Cl)(Cl)Cl (stereo not given)	-6	7	4	-4	-3	96	7	97	nt
Cc1ccc(CN(Cc2cc3cccc(C)c3[nH]c2=O)C(=O)N(C)C)cc1	12	-2	-5	-4	nt	102	6	97	-2
CN(C)c1ccc(/C=N/N2C(=O)c3ccccc3C2=O)cc1	22	-6	0	4	-11	100	2	99	nt
CCOP(=O)(OCC)/C(C#N)=C(\O)c1ccc(OC)cc1	9	1	-3	-3	-7	107	10	104	nt
COC(=O)c1cnc(N2CCCN(S(=O)(=O)c3ccc(C(F)(F)F)cc3)CC2)nc1C(F)(F)F	9	10	0	-5	-4	96	5	96	7
CCc1cc(=O)oc2cc(C)cc(OC(=O)c3ccco3)c12	9	-6	-1	-3	7	104	2	97	9
COc1ccc(/C=N/NC(=O)CN2CCSCC2)cc1C	18	-12	-4	0	3	100	10	102	26
NC(=S)Nc1cccc2cccnc12	-22	0	3	4	32*	107	1	107	19
Cn1c(=O)[nH]c(=O)c2c1nc(SCCO)n2CCCc1ccccc1	17	-12	-5	-2	-9	96	3	98	8
NC(=O)C1CCN(c2ccc(S(=O)(=O)N3CCC(Cc4ccccc4)CC3)cn2)CC1	-2	-7	9	-2	0	99	-1	96	6
COc1ccc2c(c1)C(=C(C#N)C#N)C(=O)N2CCc1ccccc1	1	-7	8	-9	-2	96	4	96	-9
O=C(c1cnn(C(=O)COc2ccccc2F)c1)c1cc(F)ccc1O	-2	-12	0	-2	43*	96	6	94	4
COc1cccc(C(=O)Nc2ccc(NC(=O)C3CC3)cn2)c1	16	-13	10	0	0	105	-2	106	10
Cc1ccc(C(=O)Nc2ccccc2C(=O)O)cc1NC(=O)COc1c(C)cccc1C	-4	6	0	0	5	105	0	101	-2
CC(C)C[C@H](NC(=O)C1CCN(S(=O)(=O)c2ccccc2)CC1)C(=O)NCc1ccccn1	nt	2	-1	6	-4	107	3	108	7
COc1ccc(-c2cc(=O)oc3c(C)c(O)c(CN(C)C)cc23)cc1	28	-44	1	1	-3	85	5	101	-3
CCC(=O)N1CCc2cc(S(=O)(=O)NC(C(=O)N3CCN(c4ccc(F)cc4)CC3)C(C)C)ccc21 (stereo not given)	12	6	1	1	0	101	2	102	13
Cn1cnc([N+](=O)[O-])c1Sc1nc2ccccc2[nH]1	-9	-15	-4	5	3	103	nt	103	3
Cc1cccc(CC(C)NC(=O)c2cc(COc3ccc(C)c(C)c3)on2)n1 (stereo not given)	7	-8	9	5	3	105	4	105	10
COc1ccc(S(=O)(=O)c2nnn(-c3ccccc3Cl)c2N)cc1	-6	4	2	-3	-3	98	-3	97	1
COc1cc(NC(=O)c2cccs2)ccc1NC(=O)Cc1ccccc1	7	-4	-1	0	-1	100	4	101	22
O=S(=O)(Nc1ccn(-c2ccccc2)n1)c1ccc(Br)cc1	13	4	-3	4	-4	98	3	94	35
CC1CCCN(Cc2cnc(Cl)s2)C1 (stereo not given)	5	-15	1	14	0	100	5	106	28
CCOc1nc(-c2ccccc2)ccc1-c1noc(COc2ccccc2)n1	18	-24	-1	1	-14	109	7	107	-14
Cn1nnnc1SCC(=O)NC1CCCCC1	6	-7	5	-9	2	89	5	94	32
Cc1nc2cc(C(=O)O)ccc2s1	15	-2	4	-7	30*	91	8	92	-3
CCC(C)(C)NC(=O)c1ccc2c(c1)OCCO2	4	5	-2	-4	-2	102	2	98	9
Cc1ccccc1S(=O)(=O)Cc1ccc(C(=O)NC(C)c2ccc3c(c2)OCCO3)o1 (stereo not given)	19	-13	-2	2	5	99	-1	100	0

The list is partial; the hit share may differ from the screen's.
